Source: PubChem BioAssay (several laboratories)
KCNK9 block: KCNK9 potassium channel inhibitors, primary screen, HEK293 cells, thallium flux; FluxOR thallium flux fluorescence; hits give low values; actives 1.2% (n = 310,000); B-score at 10 µM; Potassium channel subfamily K member 9 (Homo sapiens), Q9NPC2;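 active = ratio B-score over 3 SD below the library mean, with starting fluorescence within 5 SD of its mean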;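 note: negative B-score means less thallium flux so channel inhibition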
KCNK3 inh: human KCNK3 channel inhibitors, primary screen, CHO cells, FluxOR thallium flux, B-score; B-score at 10 µM; FluxOR fluorescence; hits give low values; actives 0.84% (n = 340,000);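 active = B-score under library mean minus 4 SD, starting fluorescence ratio at most library mean plus 5 SD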;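 note: more negative B-score means stronger inhibition of thallium flux through KCNK3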
Target sequence (O14649 whole entry, looked up): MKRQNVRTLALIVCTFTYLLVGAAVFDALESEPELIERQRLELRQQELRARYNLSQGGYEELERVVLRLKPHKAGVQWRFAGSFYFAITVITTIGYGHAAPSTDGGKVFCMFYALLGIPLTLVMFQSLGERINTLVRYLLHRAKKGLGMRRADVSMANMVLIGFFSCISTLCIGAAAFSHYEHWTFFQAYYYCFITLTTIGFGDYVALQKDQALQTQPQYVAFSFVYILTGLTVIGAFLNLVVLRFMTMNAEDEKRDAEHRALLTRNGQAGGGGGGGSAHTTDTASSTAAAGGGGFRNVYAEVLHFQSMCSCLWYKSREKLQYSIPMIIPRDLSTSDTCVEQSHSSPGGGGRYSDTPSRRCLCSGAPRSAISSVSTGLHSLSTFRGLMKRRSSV
Dyrk1A ADPGlo: rat Dyrk1A kinase inhibitors, primary screen, biochemical, single point, plate reader. inhibition, % at 12.5 µM. ADP-Glo luminescence, NFATc1 peptide. actives 0.43% (n = 310,000). Dual specificity tyrosine-phosphorylation-regulated kinase 1A (Rattus norvegicus), Q63470; in the data active = inhibition above about 50%;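 note: plate controls were vehicle with enzyme for no effect and no enzyme for full effect; many of its hits are not listed in these tables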
KCNQ1 act: potentiators or activators of KCNQ1 channel, primary screen, cell-based, thallium flux, high-throughput. B-score at 10 µM. actives 0.35% (n = 310,000). AID 2648, 2010. CHO-K1 KCNQ1, thallium flux FluxOR fluorescence; hits give high values;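 active = fluorescence ratio B-score, a plate-corrected score, at least three library SD, with initial intensity B-score within 5 SD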
Target sequence (P51787 whole entry, looked up): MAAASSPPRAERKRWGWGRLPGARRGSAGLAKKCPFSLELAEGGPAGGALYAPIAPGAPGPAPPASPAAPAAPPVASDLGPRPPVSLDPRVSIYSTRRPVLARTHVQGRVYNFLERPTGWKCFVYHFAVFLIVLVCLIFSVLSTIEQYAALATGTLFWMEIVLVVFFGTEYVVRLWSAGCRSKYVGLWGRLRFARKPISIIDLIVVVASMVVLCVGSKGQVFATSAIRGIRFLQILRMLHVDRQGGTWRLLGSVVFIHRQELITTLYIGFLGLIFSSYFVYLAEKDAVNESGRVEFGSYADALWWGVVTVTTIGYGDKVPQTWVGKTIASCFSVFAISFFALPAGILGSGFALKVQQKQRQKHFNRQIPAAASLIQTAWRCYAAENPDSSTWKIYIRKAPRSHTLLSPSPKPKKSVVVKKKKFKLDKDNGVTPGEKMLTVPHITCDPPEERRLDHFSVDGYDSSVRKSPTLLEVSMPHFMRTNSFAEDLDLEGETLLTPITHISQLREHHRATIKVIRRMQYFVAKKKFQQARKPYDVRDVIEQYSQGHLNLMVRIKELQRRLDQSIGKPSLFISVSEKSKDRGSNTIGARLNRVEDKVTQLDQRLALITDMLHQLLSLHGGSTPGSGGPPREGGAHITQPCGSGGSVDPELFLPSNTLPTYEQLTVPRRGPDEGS
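Assay system: stable KCNQ1 CHO-K1 line; medium: assay buffer, equal DMSO in all wells; timing: 90 min dye loading and 20 min compound exposure, both at room temperature; technique: kinetic FluxOR thallium fluorescence, 10-s 1-Hz baseline, 110-s post-stimulus read; read-out basis: B score of baseline-normalized fluorescence ratio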
ANO1 block: TMEM16A chloride channel inhibitors, primary screen, cell-based, HTS. normalized B-score (activity score, 25-100; higher = stronger inhibition) at 10 µM. AID 588511, 2011. HEK293 TMEM16A/YFP iodide influx fluorescence, ionomycin. Anoctamin-1 (Mus musculus), Q8BHY3. actives 1.2% (n = 310,000);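 active = ratio plate-corrected score three or more library SD toward inhibition, starting fluorescence score within five deviations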;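 note: score derived from kinetic fluorescence span divided by baseline fluorescence per well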
KCNQ1 block: inhibitors of human KCNQ1 channel, primary screen, cell-based, thallium flux, high-throughput. Potassium voltage-gated channel subfamily KQT member 1 (Homo sapiens), P51787. CHO-K1 KCNQ1, FluxOR thallium flux fluorescence; hits give high values. B-score at 10 µM. actives 1.3% (n = 310,000);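 active = compounds whose thallium flux B-score, printed positive for inhibition, exceeds three library SD while starting fluorescence stays within three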;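 note: channel opened by potassium depolarization with thallium stimulus after 20 min compound exposure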
TRPC4 potent: positive allosteric modulators of TRPC4, primary screen, cell-based, mouse TRPC4beta, HEK293 mu-opioid, Fluo-4 calcium; DAMGO EC20, Fluo-4 Ca2+ flux; hits give high values; B-score at 10 µM; actives 0.42% (n = 310,000); AID 2227, 2009;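 active = B-score of calcium response area above 5 SD of library B-scores, with initial fluorescence ratio within 5 SD of library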;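 note: B-score of integrated fluorescence ratio over time as area under calcium response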
ANO1 activ: TMEM16A chloride channel activators or potentiators, primary screen, cell-based, HTS. Anoctamin-1 (Mus musculus), Q8BHY3. HEK293 TMEM16A/YFP-H148Q/I152L, iodide quench fluorescence; hits give low values. B-score at 10 µM. actives 0.3% (n = 340,000);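 active = fluorescence-ratio B-score plate-corrected deviation score at least 3 library SD below zero, with starting fluorescence score within 5 deviations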;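 note: channel opened by trigger with iodide after compound preincubation; score built on the fluorescence ratio of max minus min over baseline; more negative score means more quench and so TMEM16A activation or potentiation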
hERG protect: hERG rescue from dofetilide block, primary screen, cell-based, CHO-hERG, FluxOR thallium flux, dofetilide IC70 | activation (rescue from dofetilide block), less the hit threshold, % at 10 µM | actives 0.51% (n = 310,000) | dofetilide IC70 present | Voltage-gated inwardly rectifying potassium channel KCNH2 (Homo sapiens), Q12809;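 active = activation above the mean of controls blocked by dofetilide plus 5 SD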;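 note: thallium influx through hERG after potassium depolarization seen as dye fluorescence rise; in these data hits start at about 4.7%; inactives centre near -7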
TRPC4 agonist: activators of mouse TRPC4 channel, primary screen, Fluo4 calcium, HEK293 TRPC4beta/mu-opioid cells; actives 0.49% (n = 310,000); Fluo4 calcium fluorescence; hits give high values; B-score at 10 µM;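 active = B-score above 5 SD of library B-scores, and initial fluorescence ratio not above library mean plus 5 SD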;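 note: positive B-score marks a calcium rise read as TRPC4 activation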
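Assay system: HEK293 stable line with TRPC4beta plus mu-opioid receptor; schedule: 45 min room-temperature Fluo4 loading, 110 s read; technique: kinetic Fluo4 calcium fluorescence; evaluation: integrated baseline-normalised fluorescence ratio, converted to per-well B score; controls: buffer (low) and maximal DAMGO (high)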
HDAC3 inhib: HDAC3 deacetylase inhibitors, primary screen, biochemical, fluorescence, cell-free homogeneous. recombinant HDAC3, fluorogenic peptide/trypsin coupled. inhibition, % at 8.3 µM. actives 0.15% (n = 320,000); in the data active = inhibition above about 26%, passing the limit was not always enough; inconclusive = no clear call, values can overlap the other calls
Starred values were filed as active, the others as inactive; i = inactive; u = inconclusive; x = no result given.

SMILES	KCNK9 block	KCNK3 inh	Dyrk1A ADPGlo	KCNQ1 act	ANO1 block	KCNQ1 block	TRPC4 potent	ANO1 activ	hERG protect	TRPC4 agonist	HDAC3 inhib
O=S(=O)(NCC(c1ccc2c(c1)OCO2)N1CCOCC1)c1ccc(Br)cc1 (stereo not given)	i	i	-11.7	i	i	i	i	i	-16.6	i	1.8
Cc1ccc(S(=O)(=O)N(C)CC(=O)Nc2ccncc2)cc1	i	i	17.0	i	i	i	i	i	-4.4	i	2.8
Cc1ccc(C)c(N2C(=O)c3ccc(C(=O)OCC(=O)c4c(N)n(C)c(=O)n(C)c4=O)cc3C2=O)c1	i	i	-0.8	i	i	i	11*	i	-3.0	i	-7.4
COc1cc(/C=C2\SC(c3ccc(C)cc3)=NC2=O)cc(OC)c1O	i	i	-46.4	i	i	i	i	i	-8.4	i	15.1
COC(=O)c1cc(S(=O)(=O)Nc2ccc(C)cn2)c[nH]1	i	i	5.3	i	i	i	i	i	-4.2	i	-3.8
COC(=O)c1ccc(CSc2cc(C)c3cc(C)cc(C)c3n2)o1	i	i	0.6	i	i	i	i	i	-9.6	i	1.5
O=C(Cn1c(=O)oc2ccccc21)NCCc1ccccc1	i	i	-3.8	i	i	i	i	i	-3.4	i	0.1
COc1cccc(CN2CCCC(C(=O)N3CCCCC3)C2)c1OC (stereo not given)	i	i	-1.6	i	i	i	i	i	-6.4	i	-7.3
CC(NC(=O)c1ccco1)C(c1cccs1)N1CCN(c2ccccc2F)CC1 (stereo not given)	i	i	-6.5	i	i	i	i	i	-7.4	i	7.8
O=C(CCCc1c[nH]c2ccccc12)NCc1ccccc1C(F)(F)F	i	i	-3.7	i	i	i	i	i	-0.2	i	8.0
O=C1NC(=Nc2cccnc2)S/C1=C\c1cccc(F)c1	i	i	8.2	i	i	i	i	i	-5.9	i	-1.5
CCCCCN(C(=O)CCC(=O)OCCOc1cccc(Cl)c1)c1c(N)n(CCCC)c(=O)[nH]c1=O	i	i	10.8	i	i	i	i	i	-10.5	i	5.1
CCCNC(=O)CN1CCN(c2cc3ccccc3c(Cl)n2)CC1	i	i	-1.8	i	i	i	i	i	-8.3	i	-2.8
CCOC(=O)c1cc(-c2ccccc2)n(CC(=O)Nc2cccc(OC)c2)c1C	i	i	-0.4	i	i	i	i	i	-2.6	i	-0.9
O=c1c2ccccc2nc2n1CCCS2	i	i	8.3	i	i	i	i	i	1.7	i	5.1

Quoted from the listing.
HDAC3 inhib, CCCNC(=O)CN1CCN(c2cc3ccccc3c(Cl)n2)CC1 → -2.8
Dyrk1A ADPGlo, COc1cccc(CN2CCCC(C(=O)N3CCCCC3)C2)c1OC (stereo not given) → -1.6

Following part.
SMILES	KCNK9 block	KCNK3 inh	Dyrk1A ADPGlo	KCNQ1 act	ANO1 block	KCNQ1 block	TRPC4 potent	ANO1 activ	hERG protect	TRPC4 agonist	HDAC3 inhib
O=C(NCCCN1CCOCC1)c1ccc(-n2nc(C(F)(F)F)cc2-c2cccs2)cc1	i	i	5.6	i	i	i	i	i	-13.5	i	11.7
Cc1c([N+](=O)[O-])ccc(S(=O)(=O)N2CCC(C(N)=O)CC2)c1C	i	i	-1.6	i	i	i	i	i	-6.7	i	0.8
CCn1cc(CNc2nc3nonc3nc2N2CCCCC2)cn1	i	i	-4.2	i	i	i	i	i	-9.5	i	3.0
CCOc1ccc(NC(=O)Cc2ccccc2)cc1	i	i	3.5	i	i	i	i	i	2.6	i	0.9
C/C(=N\NC(=O)c1nnn(-c2nonc2N)c1CN(C)c1ccccc1)c1ccc(O)cc1	i	i	-3.3	i	i	i	i	i	-8.3	i	-4.9
COc1ccc(NC(=S)NC(=O)/C=C/c2cccs2)cc1	i	i	0.1	i	i	i	i	i	-13.2	i	3.3
Cc1nn(CC(=O)NCC(C)c2ccccc2)c(=O)c2cc(-c3ccccc3)nn12 (stereo not given)	i	i	-0.8	i	i	i	i	i	-6.9	i	-0.3
O=C(NCc1ccccc1)c1c(Cl)nc(Cl)c(Cl)c1Cl	i	i	-1.4	i	i	i	i	i	-4.7	i	9.6
CC(NC(=O)/C(=C/c1ccc2c(c1)OCO2)NC(=O)c1cccc([N+](=O)[O-])c1)C(=O)O (stereo not given)	i	i	13.2	i	i	i	i	i	-3.1	i	5.8
CC(C)C(c1nnnn1C(C)(C)C)N1CCOCC1 (stereo not given)	i	i	6.0	i	i	i	i	i	-13.0	i	-8.3
COc1ccc(-c2nnn(CC(=O)NCc3ccc4c(c3)OCO4)n2)cc1OC	i	i	-4.6	i	i	i	i	i	-13.0	i	-7.0
COc1cccc(NC(=O)C(=O)N/N=C/c2ccc3c(c2)OCO3)c1	i	i	-2.2	i	i	i	i	i	-12.4	i	9.2
O=C(O)c1cc(-c2cccs2)nc2ccc(F)cc12	i	i	7.6	i	i	i	i	i	-11.6	i	-30.2
COc1ccc(CN2CCNC(=O)C2CC(=O)O)cc1OC (stereo not given)	i	i	0.8	i	i	i	i	i	-7.4	i	-4.0
COc1ccc(-c2[nH]ncc2N=Nc2cc(C)cc(C)c2)cc1	i	i	-2.5	i	i	i	i	i	-6.7	i	17.5
COc1ccccc1-c1c(C)oc2cc(OCC(=O)OCc3ccccc3)ccc2c1=O	i	i	-6.1	i	i	i	i	i	-3.4	i	2.7
CC(=O)N1N=C(c2cccs2)CC1c1cccc([N+](=O)[O-])c1 (stereo not given)	i	i	3.2	i	i	i	i	i	-10.7	i	-1.7
CCO[C@@H]1OC(C(=O)NCc2nc3ccccc3[nH]2)=C[C@H](C)[C@H]1CCCO	i	i	3.4	i	i	i	i	i	-4.1	i	-3.0
CCn1c2ccccc2c2cc(NC(=O)c3cccc(OC)c3)ccc21	-11.9*	i	-5.8	i	i	i	i	i	-20.3	i	8.0
O=C(CSCc1c(Cl)cccc1Cl)N1CCOCC1	i	i	-3.8	i	i	i	i	i	-4.6	i	-1.1
C=CCN(c1ccccc1C(=O)O)S(=O)(=O)/C=C/c1ccccc1	i	i	-11.1	i	i	i	i	i	-14.7	i	-13.4
Oc1ccc(C=Nc2ccc(N3CCOCC3)cc2)c(O)c1	i	i	-2.2	i	i	i	i	i	-7.3	i	3.3
CCOC(=O)Cn1nnnc1C(C(C)C)N(Cc1cc2c(C)cc(C)cc2[nH]c1=O)C1CCCC1 (stereo not given)	i	i	x	i	i	i	i	i	-12.2	i	u
C=CCn1cc(C(=O)OC)c(=O)c2cc(S(=O)(=O)N3CCC(C)CC3)ccc21	i	i	4.0	i	i	i	i	i	-11.8	i	3.3
Cn1c2c(c(=O)n(C)c1=O)C(c1ccc(C(F)(F)F)cc1)CC(=O)N2 (stereo not given)	i	i	10.8	i	i	i	i	i	-2.4	i	4.2
Cc1noc(C)c1CSCC(=O)OCC(=O)NC1CCCCC1	i	i	-10.0	i	i	i	i	i	-4.0	i	0.3
COc1ccc(C)cc1COC(=O)c1[nH]c(C)c(C(C)=O)c1C	i	i	2.2	i	i	i	i	i	-10.3	i	5.5
COc1ccc(S(=O)(=O)N2Cc3ccccc3CC2C(=O)O)cc1 (stereo not given)	i	i	-1.2	i	i	i	i	i	-16.6	i	1.3
O=C(O)c1ccccc1C(=O)Nc1ccc(Br)c2cccnc12	i	i	6.3	i	i	i	i	i	-13.0	i	-1.6
Cc1cnc(NC(=O)c2sc(Nc3ccccc3)nc2N)o1	i	i	8.4	i	i	i	i	i	-10.9	i	4.0
COCc1cc(=O)[nH]c2cc(NC(=O)c3cccc(OC)c3)c(C)cc12	i	i	6.5	i	i	i	i	x	-2.3	i	-8.4
O=C(C(=O)N1CCOCC1)c1cn(CCOc2ccccc2)c2ccccc12	i	i	-3.9	i	i	i	i	i	-16.2	i	4.7
CC(C)(C)C1CCc2c(sc3c2C(=O)NC(c2ccco2)N3)C1 (stereo not given)	i	i	1.4	i	i	i	i	i	2.0	i	3.4
CC(Sc1ccccc1)C(=O)N1CCN(S(=O)(=O)c2cccc(Br)c2)CC1 (stereo not given)	i	i	-8.1	i	i	i	i	i	-7.3	i	9.0
CC(=O)NCC(=O)N(C)C(C(=O)Nc1ccc2c(c1)OCCO2)c1ccc(C)cc1 (stereo not given)	i	i	-0.3	i	i	i	i	i	-1.4	i	-7.8
CCOC(=O)CSC1=C(C#N)C(c2sccc2C)C(C(C)=O)=C(C)N1 (stereo not given)	i	i	x	i	i	i	i	i	-13.6	i	-5.9
COCCN1C(=O)C(=O)/C(=C(/O)c2ccc(S(=O)(=O)N3CCCCC3)cc2)C1c1ccc(O)c(OC)c1 (stereo not given)	i	i	2.2	i	i	i	i	i	-3.7	i	-0.7
Cc1ccccc1CN1CCNC(=O)C1CC(=O)NC1CCCCCCC1 (stereo not given)	i	i	-5.2	i	i	i	i	i	-6.9	i	-5.3
COc1ccc(NC(=O)CSCC(=O)Nc2sccc2C#N)cc1	i	i	22.9	i	i	i	i	i	-10.4	i	2.9
Cc1oc(C(=O)O)cc1CSCc1cc(C(=O)O)c(C)o1	i	i	-6.9	i	i	i	i	i	-3.0	i	-5.8
Cc1c(Cl)cccc1-n1c(SCC(=O)NCc2cccs2)nnc1-c1ccncc1	i	i	1.4	i	i	i	i	i	-7.0	i	1.5
CN1CCN(/N=C/c2ccc(-c3ccc([N+](=O)[O-])cc3Cl)o2)CC1	i	i	x	i	i	i	i	i	-26.5	i	9.6
Cc1ccc(S(=O)(=O)N2[C@@H](c3ccccc3F)C(C(=O)O)=CC[C@H]2c2ccc(Cl)cc2)cc1	x	i	-2.4	x	i	x	x	i	x	x	18.3
Cc1c(-c2ccn[nH]2)cc(NC(=O)c2ccc(Cl)cc2)c(=O)n1N	i	i	0.4	i	i	i	i	i	5.0*	i	1.3

This is a subset; the hit share may differ from the screen's.
